High-throughput results as filed in PubChem.
T cruzi HTS – intracellular Trypanosoma cruzi inhibition; activity score (inhibition), % at 5.01 µM; AID 651903; intracellular Trypanosoma cruzi in host cells, plate reader; actives 4.9% (n = 22,000); in the data active = activity score above about 55%;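 note: parasites and compound incubated about four days before reading; 0% = median of neutral control wells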
* hit, by the source's call.

SMILES	T cruzi HTS
C[C@H](CO)N1C[C@H](C)[C@H](CN(C)C(=O)Oc2ccccc2)OCc2cnnn2CCCC1=O	-4
C[C@@H]1CN([C@H](C)CO)C(=O)CCCn2nncc2CO[C@@H]1CN(C)C(=O)Oc1ccc2ccccc2c1	-2
COc1ccc(OC(=O)N(C)C[C@@H]2OCc3cnnn3CCCC(=O)N([C@H](C)CO)C[C@@H]2C)cc1	-4
COc1ccc(OC(=O)N(C)C[C@@H]2OCc3cnnn3CCCC(=O)N([C@@H](C)CO)C[C@H]2C)cc1	-11
C[C@@H]1CN([C@H](C)CO)C(=O)CCCn2cc(nn2)CO[C@H]1CN(C)C(=O)Oc1ccc2ccccc2c1	-27
C[C@H]1CN([C@@H](C)CO)C(=O)CCCn2cc(nn2)CO[C@@H]1CN(C)C(=O)Oc1cccc2ccccc12	-24
C[C@H](CO)N1C[C@H](C)[C@H](CN(C)C(=O)Oc2ccc3ccccc3c2)OCc2cnnn2CCCC1=O	17
C[C@@H]1CN([C@H](C)CO)C(=O)CCCn2cc(nn2)CO[C@@H]1CN(C)C(=O)Oc1ccc2ccccc2c1	2

4 compounds out of the list, ordered by length of the SMILES, lowest first:
SMILES	T cruzi HTS
C[C@H](CO)N1C[C@H](C)[C@H](CN(C)C(=O)Oc2ccccc2)OCc2cnnn2CCCC1=O	-4
COc1ccc(OC(=O)N(C)C[C@@H]2OCc3cnnn3CCCC(=O)N([C@H](C)CO)C[C@@H]2C)cc1	-4
C[C@@H]1CN([C@H](C)CO)C(=O)CCCn2nncc2CO[C@@H]1CN(C)C(=O)Oc1ccc2ccccc2c1	-2
C[C@@H]1CN([C@H](C)CO)C(=O)CCCn2cc(nn2)CO[C@@H]1CN(C)C(=O)Oc1ccc2ccccc2c1	2

Some of the compounds tested; rates above refer to the full screens.
